Screening results: PubChem, The Scripps Research Institute Molecular Screening Center
OX1R antag-1: antagonists of human orexin 1 receptor (OX1R) | OX1R-expressing cells, FRET antagonist read-out | inhibition, % at 6.6 µM | actives 1.8% (n = 330,000) | AID 485270, 2010; in the data active = inhibition mostly above about 38%, no sharp cut-off; inactive = mostly below about 40%;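 note: 0% = agonist challenge alone and 100% = reference antagonist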
Target sequence (O43613 whole entry, looked up): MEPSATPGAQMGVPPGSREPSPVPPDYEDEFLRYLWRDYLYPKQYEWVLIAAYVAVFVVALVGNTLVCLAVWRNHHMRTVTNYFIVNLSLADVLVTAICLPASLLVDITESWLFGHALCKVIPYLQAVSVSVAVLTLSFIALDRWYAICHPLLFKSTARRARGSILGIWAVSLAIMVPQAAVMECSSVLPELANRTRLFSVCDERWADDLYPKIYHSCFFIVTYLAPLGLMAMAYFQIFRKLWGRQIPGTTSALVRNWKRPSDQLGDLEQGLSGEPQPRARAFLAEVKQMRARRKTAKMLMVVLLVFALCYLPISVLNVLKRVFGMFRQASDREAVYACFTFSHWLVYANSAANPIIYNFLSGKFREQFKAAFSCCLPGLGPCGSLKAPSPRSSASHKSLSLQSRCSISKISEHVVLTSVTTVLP
OX1R antag-2: OX1R (HCRTR1) antagonists, primary screen, fluorescence, CHO/OX1R cells, Fluo-8 calcium, orexin A. Orexin/Hypocretin receptor type 1 (Homo sapiens), O43613. Fluo-8 calcium fluorescence. inhibition, % at 5 µM. actives 0.43% (n = 330,000). AID 434989, 2010;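 active = inhibition above its plate's threshold, mean inhibition of all tested compounds on the plate plus 3 SD, cut at about 37% in these data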;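 note: 0% = orexin A challenge wells and 100% = SB-334867-A antagonist wells; not every result past the cut was called active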
* = called active by the depositor; & = joins results of further samples. Some of the compounds tested; count on the stated rates, not on these rows.

SMILES	OX1R antag-1	OX1R antag-2
COC1=CC=C2[C@H]3Cc4ccc(OC)c5c4[C@@]2(CCN3C)C1O5 (stereo not given in full)	8	-10
CC(C)(C)NCC(O)c1cc(Cl)c(N)c(Cl)c1 (stereo not given)	7	-9
O=S1(=O)CC2(N3CCOCC3)CCCCC21 (stereo not given)	11	6
Cc1cccc(-n2c(/C=C/c3ccccn3)nc3ccccc3c2=O)c1	12	-17
Cn1c(O)c(Cc2cccc(Cl)c2Cl)c(=O)n(C)c1=O	4	-5
COC(=O)C1=C(c2ccc(F)cc2OCc2ccccc2)C[C@@H]2CC[C@H]1N2C(=O)NCCCOC(C)C	3	-19
COC(=O)c1cccc(N=Cc2c(O)n(Cc3ccc(F)cc3)c(=O)[nH]c2=O)c1	7	-13
Nc1ncc([N+](=O)[O-])s1	36*	0
CC1CCCC(C)N1/N=C/c1c[nH]c2ccc(Br)cc12 (stereo not given)	18	-12
CNC(=S)N(C)CCc1cc2c(c(OC)c1/C=C1/C(=O)NC(=O)N(C)C1=O)OCO2	10	-13
CN1CCN(C(=O)COc2ccc(C(C)(C)C)cc2Br)CC1	12	-7
Cc1nn(-c2ccccc2)c2c1CC1(C(=O)N(C)C(=O)N(C)C1=O)C1CCCCN21 (stereo not given)	8	-21
COc1ccc(Cn2c(O)c(C=Nc3c(C)n(C)n(-c4ccccc4)c3=O)c(=O)[nH]c2=O)cc1	18	-23
Cc1cccc(N2CCc3c2nc2ccccc2c3N)c1	71&11	-13&-24
O=C1N[C@H](Cc2ccccc2)C(=O)N2[C@@H]3[C@H](C[C@@H]12)c1ccccc1N3OOSc1ccccc1	10	-18
O=C(NC(=S)N1C[C@H]2C[C@H](C1)c1cccc(=O)n1C2)c1ccc(Cl)cc1Cl	12	-9
CC1CCN(CC(=O)c2ccccc2Cl)CC1	16	6
CCCNS(=O)(=O)c1ccc(OCC(=O)N2CCN(Cc3ccccc3)CC2)cc1	4	-22
O=C(N/N=C/c1c(O)n(CCc2ccccc2)c(=O)[nH]c1=O)c1ccccc1	21	-16
CN1CCN(Cc2nc3ccccc3n2C)CC1	15	-13
COP(=O)(OC)/C(C=O)=N/Nc1ccc([N+](=O)[O-])cc1	22	-3
COc1ccc(OC)c(N2C(=O)NC(=O)C(CCc3ccncc3)(CCc3ccncc3)C2=O)c1	10	-13
CCN1C[C@]2(C)CC[C@H](OC)[C@]34C2[C@H](OC(C)=O)[C@@]2(OCO[C@@]25C[C@H](OC)[C@H]2C[C@]3(O)C5[C@H]2OC)[C@@H]14	11	-6
CCCCn1c(O)c(C(CC)=NCCN2CCCCC2)c(=O)[nH]c1=O	3	-19
O=C(COc1ccccc1)N1CCN(CC(O)COc2ccccc2)CC1 (stereo not given)	19	-6
(further entries)
SMILES	OX1R antag-1	OX1R antag-2
COCCN1Cc2cc(=O)n3c([nH]c4ccccc43)c2C1=N	16	-28
COc1cc2c3c(c1OC)-c1cc(O)ccc1CC3NCC2 (stereo not given)	12	-16
CCC(C)(C)c1ccc(O)cc1	-2	-12
CN1CC[C@]23c4c5ccc(O)c4OC2C(O)C=CC3[C@H]1C5 (stereo not given in full)	4	-2
COc1ccc(C(=O)C2(C)N(O)C(C)C(c3cccs3)=[N+]2[O-])cc1 (stereo not given)	14	1
COC(=O)C1=C(c2cc3ccccc3s2)C[C@@H]2CC[C@H]1N2C(=O)NC1CC1	16	-25
O=C1NC(=O)C(CCc2ccccn2)(Cc2ccc3c(c2)OCO3)C(=O)N1CCc1ccccc1 (stereo not given)	27	21
CCCc1nc2ccccc2c(=O)n1-c1ccccc1OC	36	-11
CCCCCC[N+](=O)[O-]	6	-18
N#CCCCCC#N	3	-2
CN1C2CCC1CC(OC(=O)c1ccc(Cl)cc1)(C(=O)O)C2 (stereo not given)	9	2
C[C@]12CCC(=O)C=C1CCC1C2CC[C@@]2(C)C1CC[C@@H]2O (stereo not given in full)	7	1
O=C(NC(Oc1ccccc1)C(Cl)(Cl)Cl)c1ccccc1 (stereo not given)	46	-22
CCCC12CN3CCN(CC(C3)/C1=N\NC(=O)c1ccncc1)C2	8	0
COc1ccc(CN2CCCCC2c2cccnc2)cc1C (stereo not given)	0	-1
CN1CCN(c2ccc([N+](=O)[O-])c(SCCO)c2)CC1	68	-40
CCCC[N+]12CCC(CC1)C(Cc1ccccc1)C2 (stereo not given)	5	-4
CCCCCCn1c(=O)c(C(=O)Nc2ncccc2C)c(O)c2ccccc21	13	30
COCCO[C@H]1CCC2C3CC=C4C[C@@H](O)CC[C@]4(C)C3CC[C@@]21C (stereo not given in full)	13	-6
CC(=NCC1CCCO1)c1c(O)n(-c2ccccc2C)c(=O)[nH]c1=O (stereo not given)	6	-2
Cc1ccsc1C(=O)C1CCCN(Cc2sc(N(C)C)nc2Cl)C1 (stereo not given)	19	-38
Cn1cc(C(=O)OCC(=O)NC2(C#N)CCCC2)c2ccccc21	10	-19
CCCC[n+]1cc(/N=C(\[O-])OC)on1	10	7
COc1ccc(-c2cc(=O)c3c(OC)c(OC)c(OC)cc3o2)cc1	17	-7
COc1ccccc1N1CCNCC1	5	-14
The listing continues.
SMILES	OX1R antag-1	OX1R antag-2
COc1cc(/C=N/NC(=O)Cn2c([N+](=O)[O-])cnc2C)ccc1OC(=O)N(C)C	8	-18
Cc1ccc(-n2c(O)c(C=NCc3ccco3)c(=O)[nH]c2=S)cc1C	1	-25
O=c1c2ccccc2[nH]c(=S)n1-c1ccc2c(c1)OCO2	11	-3
CC(c1ccccc1)[n+]1ccccc1 (stereo not given)	17	-4
CC(C)N(CCC(C(N)=O)(c1ccccc1)c1ccccn1)C(C)C (stereo not given)	17&4	-5&-4
CN1C(=O)/C(=C/C=C/c2ccco2)C(=O)NC1=S	16	-9
O=C1NC(=O)N(Cc2ccccc2)C(=O)/C1=C\C=C\c1ccco1	29	8
CN1C(=O)N(C)C(=O)C2(Sc3ccccc3C2=O)C1=O	4	-9
CS(=O)(=O)NNP(=O)(NNS(C)(=O)=O)NC(=O)c1ccccc1	3	-15
CC1(C)CN2C(c3ccc(Cl)cc3)N2C1 (stereo not given)	0	-12
O=C(c1ccccc1F)c1cn(Cc2ccc(F)cc2)c2ccccc12	2	-20
CCOc1ccc(-n2c(-c3ccoc3)nc3ccccc3c2=O)cc1	22	-21
O=C(Cc1ccc([N+](=O)[O-])cc1)N1CCN(Cc2ccc3c(c2)OCO3)CC1	14	-20
Cc1cc(OCC(=O)N2CCC(C(=O)O)CC2)c2c3c(c(=O)oc2c1)CCCC3	5	-2
Cc1cc(O)c(CN2CC=C(c3ccccc3)CC2)cc1C(C)C	8	-32
Fc1ccc2c(c1)nnn2C1CCN(Cc2c(Cl)cccc2Cl)CC1	14	-35
C/C(=N\NP(=S)(c1ccccc1)c1ccccc1)c1ccc(O)cc1O	7	-8
COc1ccc2c(c1)CC1(CN2C)C(=O)NC(=O)N(c2ccc(C)cc2)C1=O (stereo not given)	8	-14
CC(C)C(=O)c1cn(Cc2ccc(C#N)cc2)c2ccccc12	11	-7
O=C(NC1(C(F)(F)F)Oc2ccccc2O1)N1CCC2(CC1)OCCO2	10	4
OC(c1ccccc1)(c1ccccc1)C1CCNCC1	11	-13
COc1ccc(CN2C(=O)NC(=O)/C(=C/c3ccc(OC)c(OC)c3OC)C2=O)cc1	9	-19
O=C(C1CC(=O)N(C2CCCC2)C1)N1CCC2(CC1)OCCO2 (stereo not given)	1	-18
S=c1[nH]c2ccccc2[nH]1	19	11
CN(C)c1ccc([P+](=O)c2ccc(N(C)C)cc2)cc1	3	-17
More results follow.
SMILES	OX1R antag-1	OX1R antag-2
COc1ccc(C(=O)Oc2cccc3cccnc23)cc1S(=O)(=O)N1CCOCC1	20	-16
CCOc1cc(C)cc2oc(=O)c3c(c12)CCCC3	7	-29
CC(=O)N1CN(C(C)=O)CN(C(C)=O)C1	5	-6
O=C(/C=C/c1ccccc1)c1c(O)n(CCc2ccccc2)c(=O)[nH]c1=O	8	-9
CC(C)(C)c1ccc(C(=O)C2CCCN(C3CCC3)C2)cc1 (stereo not given)	7	-27
CC1(C)Cc2c(C#N)c(N3CCNCC3)nc(-c3ccco3)c2CS1	23	-25
COc1ccc([C@@H](O)[C@@H](N)c2ccccc2)cc1	0	-13
[N-]=[N+]=CC(=O)OC[C@H](N)C(=O)O	15	4
O=C(CNC(=O)c1ccccc1Cl)Nc1ccc(Br)cc1C(=O)c1ccccc1	27	-31
COc1ccc(CN2CCCC(C(=O)c3sccc3C)C2)cc1O (stereo not given)	23	-21
O=C1/C(=C/c2cccnc2)N2CCC1CC2	4	-16
C=CCn1c(O)c(C=Nc2ccc(N(CC)CC)cc2)c(=O)[nH]c1=O	11	2
N[C@@H](Cc1c[nH]c2ccccc12)c1nnc(SCc2ccccc2)o1	19	26
O=C1NC(=O)N(c2ccccc2)C(=O)/C1=C\C=C\c1ccccc1	1	-11
CCCC[N+]12CCC(CC1)C(C(=O)c1cccs1)C2 (stereo not given)	16	-11
COCCNC(=O)N1[C@H]2CC[C@@H]1C(C(=O)OC)=C(c1cccc(C#N)c1)C2	1	-20
CCOC(=O)c1ccccc1C(=O)OCC	13	-18
N#Cc1c(/N=C/c2c(O)n(Cc3ccco3)c(=O)[nH]c2=O)sc2c1CCCC2	3	-17
COc1ccccc1N1C(=O)CC(=O)NC1=O	17	-8
CC1CCC2C(C)C(=O)OC3OC4(C)CCC1C32OO4 (stereo not given)	1	-17
Cc1cccc(N2C(=O)NC(=O)/C(=C/c3cc4c(cc3[N+](=O)[O-])OCO4)C2=O)c1	36	-4
O=P(N[C@@H](c1ccccc1)[C@@H]1C[C@H]1CO)(c1ccccc1)c1ccccc1	18	-25
O=c1oc2ccccc2c(O)c1[C@H]1c2ccc(O)cc2Oc2c1c(=O)oc1ccccc21	29	-16
Cc1nnc2n1-c1ccc(Br)cc1C(c1ccccc1Cl)=NC2	4	-13
CCn1c(NN=O)nc2ccccc21	9	-19

Random excerpt: six records from the list.
SMILES	OX1R antag-1	OX1R antag-2
CC(C)(C)c1ccc(C(=O)C2CCCN(C3CCC3)C2)cc1 (stereo not given)	7	-27
[N-]=[N+]=CC(=O)OC[C@H](N)C(=O)O	15	4
COCCNC(=O)N1[C@H]2CC[C@@H]1C(C(=O)OC)=C(c1cccc(C#N)c1)C2	1	-20
O=P(N[C@@H](c1ccccc1)[C@@H]1C[C@H]1CO)(c1ccccc1)c1ccccc1	18	-25
CCn1c(NN=O)nc2ccccc21	9	-19
CCCC[N+]12CCC(CC1)C(C(=O)c1cccs1)C2 (stereo not given)	16	-11

4 entries from above, as labelled records.
Compound: CC(=O)N1CN(C(C)=O)CN(C(C)=O)C1
  OX1R antag-1 = 5; OX1R antag-2 = -6
Compound: CC1CCC2C(C)C(=O)OC3OC4(C)CCC1C32OO4 (stereo not given)
  OX1R antag-1 = 1; OX1R antag-2 = -17
Compound: C=CCn1c(O)c(C=Nc2ccc(N(CC)CC)cc2)c(=O)[nH]c1=O
  OX1R antag-1 = 11; OX1R antag-2 = 2
Compound: O=C1/C(=C/c2cccnc2)N2CCC1CC2
  OX1R antag-1 = 4; OX1R antag-2 = -16

(cont.)
SMILES	OX1R antag-1	OX1R antag-2
CCCCNC(C)Cc1ccccc1 (stereo not given)	11	-5
COC(=O)C1=C(c2ccc(OC)c(OC)c2)C[C@@H]2CC[C@H]1N2C(=O)NCc1ccc(F)cc1	8	-28
Cn1cccc1CN1CCN(C(=O)COc2ccccc2)CC1	6	-13
CN1C(=O)NC(=O)/C(=C\C=C\c2ccccc2[N+](=O)[O-])C1=O	23	-10
COc1ccc(-c2cc(=Nc3ccccc3)c3cc(C)ccc3o2)cc1	11	-41
C=CCOC(=O)C1=C(C)OC(N)=C(C#N)C12C(=O)N(CN1CCOCC1)c1ccccc12 (stereo not given)	6	-16
O=C(c1c[nH]c2ccc(S(=O)(=O)N3CCC4(CC3)OCCO4)cc2c1=O)N1CCC2(CC1)OCCO2	20	-11
CN1CC[C@]23c4c5ccc(OC6OC(C(=O)O)[C@@H](O)C(O)[C@H]6O)c4OC2C(O)C=CC3[C@H]1C5 (stereo not given in full)	4	4
COc1ccc(C(=O)C2CN(C)CC2C(=O)c2ccc(OC)cc2)cc1 (stereo not given)	33	-18
CNP1(NC)=Nc2nn(-c3ccccc3)c(N)c2C(c2ccccc2)=N1	17	-21
CCN1C(=O)NC(=O)/C(=C\c2cn(CC(=O)O)c3ccccc23)C1=O	9	-12
N#Cc1ccc(NC(=O)CN2C(=O)NC3(CCCCCCC3)C2=O)cc1Cl	12	-11
Cc1cccc(-n2c(-c3cccs3)nc3ccccc3c2=O)c1	28	-39
CN(C)CCCN=Cc1c(O)n(Cc2ccco2)c(=O)[nH]c1=O	-1	-5
COC(=O)C1=C(c2ccc(OC)c(OC)c2)C[C@@H]2CC[C@H]1N2C(=O)N1CCC(O)CC1	5	-5
NCCc1c[nH]c2ccc(OCc3ccccc3)cc12	14	3
CC(C)N1C(=O)CC2(CC[N+](C)(CCOC(=O)C(O)(c3ccccc3)c3ccccc3)CC2)C1=O (stereo not given)	16	-8
O=C(Nc1nccs1)C(Cl)(Cl)Cl	7	-13
Cc1cc(/C=C2\C(=O)NC(=O)N(Cc3ccco3)C2=O)c(C)n1-c1ccc(C(=O)O)cc1	19	1
O=c1c2ccccc2nc(-c2ccc(Cl)cc2Cl)n1-c1ccncc1	16	-28
O=C1NC(=O)C(=Cc2ccc(SC3CCCCC3)o2)C(=O)N1	21	-9
CC(=O)O[C@@H]1/C=C/[C@](C)(O)C[C@@H](C)C/C=C/[C@H]2[C@H](O)C(C)=C(C)[C@H]3[C@H](Cc4ccccc4)NC(=O)[C@@]123	8	-25
